TDP2 inh = TDP2 (human) inhibition, absorbance primary screen; O95551; recombinant TDP2, T5PNP hydrolysis, p-nitrophenol absorbance 415 nm; inhibition, % at 12.8 µM; 0.34% of 370,000 active;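 active means inhibition above the mean of all tested compounds plus 3 SD, set per campaign, cut at about 25% in these data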;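 further: 0% = DMSO with enzyme and 100% = buffer with substrate but no TDP2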
Target sequence (O95551 whole entry, looked up): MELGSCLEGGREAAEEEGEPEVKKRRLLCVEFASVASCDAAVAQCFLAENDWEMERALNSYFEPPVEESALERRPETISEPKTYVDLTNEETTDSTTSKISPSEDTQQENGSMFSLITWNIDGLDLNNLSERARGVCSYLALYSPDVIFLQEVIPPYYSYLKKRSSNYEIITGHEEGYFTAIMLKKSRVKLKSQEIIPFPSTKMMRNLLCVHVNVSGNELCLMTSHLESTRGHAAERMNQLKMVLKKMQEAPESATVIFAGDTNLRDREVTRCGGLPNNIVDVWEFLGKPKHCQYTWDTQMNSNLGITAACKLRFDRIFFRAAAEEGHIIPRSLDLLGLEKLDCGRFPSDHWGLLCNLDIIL
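System – recombinant human TDP2 · Amount – 120 nM TDP2 per well · Buffer or medium – Mg2+-containing Tris-HCl buffer, pH 7.5 · Reagent – T5PNP substrate, 5 mM · Dosing – 12.8 µM single point, 1% DMSO · Incubation – 2 h at 37 °C · Measured by – epi absorbance · Read-out basis – percent inhibition · Benchmarks – high control without enzyme, low control DMSO plus TDP2 · Repeats – singlicate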
TCR CD3 inh = inhibitors of human TCR-CD3 interaction. AID 651800. 0.37% of 360,000 active. inhibition, % at 9.4 µM. TAMRA-labeled TCR probe fluorescence, biochemical; in the data active means inhibition above about 19%;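 further: recombinant mutant TCR 2C K166C tagged with TAMRA read by polarization; 0% = receptor in buffer alone and 100% = receptor with positive control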
MBD2 DNA inh = inhibitors of human MBD2 binding to methylated oligonucleotide | AID 686964 | 0.31% of 370,000 active | TR-FRET | Q9UBB5 | inhibition, % at 4.4 µM; in the data active means inhibition above about 13%
ABHD4 inh = inhibitors of mouse ABHD4; AID 720543; 0.54% of 370,000 active; Q8VD66; inhibition, % at 8.92 µM; purified mABHD4, FP-Rh probe fluorescence polarization;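 active means inhibition exceeding the mean over every tested compound plus 3 SD, cut at about 30% in these data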;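 further: 0% = plate median of compound wells and 100% = S159A mutant with DMSO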
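Assay system: mouse ABHD4 enzyme, wild type / Also added: fluorescent activity-based probe FP-Rh / Doses: single nominal dose of 8.92 µM, 0.89% DMSO final / Timing: 45 min compound pre-incubation plus 60 min probe step, 25 °C / Signal: FP readout, ex 525 nm / em 598 nm / Control set: S159A mutant/DMSO as 100%, compound-well median as 0%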
SIAE primary = human SIAE inhibition, primary screen; 0.69% of 370,000 active; SIAE FP-Rh probe binding, fluorescence polarization; inhibition, % at 9.66 µM; AID 1053197; Q9HAT2;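 active means inhibition above a cutoff: mean of compounds within the control limits plus 3 SD of those, cut at about 17% in these data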;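 further: 0% = plate median of compound wells and 100% = probe without SIAE protein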
rCAG binder = r(CAG) repeat RNA binding; TO-PRO-1 dye displacement fluorescence; inhibition, % at 3 µM; 1.3% of 370,000 active; AID 651821;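 active means inhibition above the plate cutoff, the mean of all test compounds on that plate plus 3 SD, cut at about 35% in these data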;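 further: 0% = DMSO alone and 100% = 100 µM mitoxantrone as full dye displacement; higher means more dye released from RNA so lower well fluorescence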
PRMT1 FP inh = PRMT1 (human) inhibition, primary screen; Q99873; recombinant PRMT1, activity-based probe fluorescence polarization; inhibition, % at 2.79 µM; 1.3% of 370,000 active; AID 652257;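 active means inhibition above about 21% made by adding two undisclosed values, limit read from the data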
HTRA1 inhibitor = inhibitors of human serine peptidase HTRA1; Q92743; AID 504803; inhibition, % at 5.96 µM; recombinant HTRA1, FP-rhodamine activity-based probe, fluorescence polarization; 0.5% of 340,000 active; in the data active means inhibition above about 36%;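 further: 0% = enzyme with DMSO and 100% = wells lacking enzyme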
Target sequence (Q92743 whole entry, looked up): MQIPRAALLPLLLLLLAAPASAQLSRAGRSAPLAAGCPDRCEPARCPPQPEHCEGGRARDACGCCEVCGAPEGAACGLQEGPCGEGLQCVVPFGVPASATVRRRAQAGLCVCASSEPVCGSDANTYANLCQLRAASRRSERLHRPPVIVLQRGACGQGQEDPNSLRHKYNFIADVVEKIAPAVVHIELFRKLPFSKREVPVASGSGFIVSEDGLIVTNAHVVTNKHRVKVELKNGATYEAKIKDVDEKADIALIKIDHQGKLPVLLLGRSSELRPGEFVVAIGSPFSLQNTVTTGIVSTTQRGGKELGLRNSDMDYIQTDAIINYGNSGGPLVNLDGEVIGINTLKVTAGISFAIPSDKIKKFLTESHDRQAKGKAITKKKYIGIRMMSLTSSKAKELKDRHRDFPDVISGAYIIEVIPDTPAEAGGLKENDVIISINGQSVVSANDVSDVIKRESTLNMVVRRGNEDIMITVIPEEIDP
GC-B act = GC-B (human) receptor activation. 0.11% of 370,000 active. HEK293-GC-B cells, CNP EC30, cGMP TR-FRET; 0% at EC30 CNP, 100% saturating CNP. AID 1920062. activation, % at 10 µM;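 active means activation at 10 µM reaching about 35% in either raw or pattern-adjusted values, limit read from the data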
LEDGF integ inh = blocks HIV-1 LEDGF/p75-dependent DNA integration | TR-FRET IN-LEDGF/p75 DNA integration, Eu/Cy5 | inhibition, % at 3.7 µM | 0.64% of 370,000 active | AID 743269;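 active means inhibition above the screen-wide mean plus 3 SD, cut at about 13% in these data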;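 further: signal is the Cy5 over europium emission ratio at 671 and 618 nm; 0% = plate median of compound wells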
An asterisk follows results filed as active; . = no result given.

SMILES	TDP2 inh	TCR CD3 inh	MBD2 DNA inh	ABHD4 inh	SIAE primary	rCAG binder	PRMT1 FP inh	HTRA1 inhibitor	GC-B act	LEDGF integ inh
O=C(COc1ccc(Cl)cc1[N+](=O)[O-])N1CCCCCC1	3	1	-1	0	5	-2	-4	-14	0	4
O=S(=O)(Nc1nccs1)c1ccc(NS(=O)(=O)c2cccs2)cc1	4	3	1	-6	5	4	1	-1	7	1
CS(=O)(=O)N1CCN(C(=O)COc2ccc3ccccc3c2)CC1	-17	0	2	-7	-7	2	-3	-2	2	4
O=C(CCc1nc2ccccc2c(=O)[nH]1)NCc1cccc(Cl)c1	7	-6	1	-6	7	1	-1	-3	-12	1
O=C1CCCN1C(=O)COc1ccc([N+](=O)[O-])cc1	10	9	-5	-4	-2	0	1	2	0	1
CC1(C)CC(=O)C2=C(C1)Nc1cc3c(cc1C2c1ccc(F)cc1)OCO3 (stereo unspecified)	-2	3	4	2	8	-2	1	5	-4	-2
CCn1cc(CN2CCC(C(=O)Nc3cccc(-c4cccc(Cl)c4)c3)CC2)c(C)n1	-9	0	0	-2	3	-8	-4	3	8	0
O=C1CCCC2=C1C(c1cccc(Br)c1)n1nc(-c3ccco3)nc1N2 (stereo unspecified)	-5	1	1	-7	-11	12	37*	-5	-18	-1
COc1cc2c(cc1OC)CN(C(=O)CCCN1C(=O)c3ccccc3C1=O)CC2	-3	6	-5	3	2	-4	-2	2	-4	-1
COc1ccc2nc3c(cc2c1)c(NC(=O)CC(C)C)nn3CC(C)C	2	-1	-2	1	-2	-2	3	-22	2	1
O=C(/C=C/c1ccc(-c2ccccc2[N+](=O)[O-])o1)c1ccc(F)cc1	11	0	-13	23	7	26	33*	-10	-3	0
COc1cccc(NC2=C(NCCO)C(=O)c3ccccc3C2=O)c1	55*	1	-18	13	2	-2	1	24	-8	7
Cc1ccc(F)cc1NC(=O)c1cnccn1	-2	3	-4	-3	-2	-2	0	3	0	5
COc1ccc(NC(C)=O)cc1NC(=O)c1cccc(S(=O)(=O)N2CCc3ccccc32)c1	-2	11	-1	-8	-2	8	1	0	-2	-1
COc1cccc(N2CCN(Cc3nc(N)nc(N4CCCc5ccccc54)n3)CC2)c1	0	-2	0	6	5	-11	3	1	7	4
COc1ccc(-n2c(=S)[nH]c3cc(C(=O)NCc4ccccc4)ccc3c2=O)c(OC)c1	-13	-3	-2	-9	2	9	1	-16	-1	0
CC1(C)CC(=O)c2sc(NS(=O)(=O)c3ccc(Br)cc3)nc2C1	1	3	3	0	-5	27	2	-3	2	-1
c1ccc(N/N=C(\Cc2ncc[nH]2)c2ccccc2)cc1	-18	-7	-3	4	1	8	8	6	4	3
CC1CCN(C(=O)CSc2nc3c(c(=O)n2C)SCC3)CC1	13	-4	-5	-2	-9	-4	-1	5	8	3
O=C1c2c(-c3ccc(Br)cc3)noc2CCN1Cc1cn(C2CCCC2)nn1	13	-1	2	2	-1	1	0	.	-6	-3
COCc1[nH]nc2c1C(c1cccc(C(F)(F)F)c1)NC2=O (stereo unspecified)	9	8	3	4	2	1	4	.	10	-3
O=C(Nc1ccc(Cl)cc1)N1CCN(c2ccccc2)CC1	-4	7	-5	3	5	-3	0	1	-6	1
CCN1CCN(c2ccc(S(=O)(=O)N3CCOCC3)cc2NC(=O)c2cccc([N+](=O)[O-])c2)CC1	12	2	0	-3	-1	1	-1	4	-1	-1
O=C(Nc1nc(-c2ccc(Cl)s2)cs1)c1ccccc1	1	3	0	-36	-26	8	-1	-38	-1	2
Cc1ccc(S(=O)(=O)NCc2ccc(N3CCN(C(=O)OC(C)(C)C)CC3)cc2)cc1	15	3	2	3	-1	-1	-1	-1	5	-3

Already shown: an excerpt of the list.
SMILES	TDP2 inh	TCR CD3 inh	MBD2 DNA inh	ABHD4 inh	SIAE primary	rCAG binder	PRMT1 FP inh	HTRA1 inhibitor	GC-B act	LEDGF integ inh
COc1cccc(NC2=C(NCCO)C(=O)c3ccccc3C2=O)c1	55*	1	-18	13	2	-2	1	24	-8	7
Cc1ccc(F)cc1NC(=O)c1cnccn1	-2	3	-4	-3	-2	-2	0	3	0	5
COc1ccc(NC(C)=O)cc1NC(=O)c1cccc(S(=O)(=O)N2CCc3ccccc32)c1	-2	11	-1	-8	-2	8	1	0	-2	-1
COc1cccc(N2CCN(Cc3nc(N)nc(N4CCCc5ccccc54)n3)CC2)c1	0	-2	0	6	5	-11	3	1	7	4
COc1ccc(-n2c(=S)[nH]c3cc(C(=O)NCc4ccccc4)ccc3c2=O)c(OC)c1	-13	-3	-2	-9	2	9	1	-16	-1	0
CC1(C)CC(=O)c2sc(NS(=O)(=O)c3ccc(Br)cc3)nc2C1	1	3	3	0	-5	27	2	-3	2	-1
c1ccc(N/N=C(\Cc2ncc[nH]2)c2ccccc2)cc1	-18	-7	-3	4	1	8	8	6	4	3
CC1CCN(C(=O)CSc2nc3c(c(=O)n2C)SCC3)CC1	13	-4	-5	-2	-9	-4	-1	5	8	3
O=C1c2c(-c3ccc(Br)cc3)noc2CCN1Cc1cn(C2CCCC2)nn1	13	-1	2	2	-1	1	0	.	-6	-3
COCc1[nH]nc2c1C(c1cccc(C(F)(F)F)c1)NC2=O (stereo unspecified)	9	8	3	4	2	1	4	.	10	-3
O=C(Nc1ccc(Cl)cc1)N1CCN(c2ccccc2)CC1	-4	7	-5	3	5	-3	0	1	-6	1
CCN1CCN(c2ccc(S(=O)(=O)N3CCOCC3)cc2NC(=O)c2cccc([N+](=O)[O-])c2)CC1	12	2	0	-3	-1	1	-1	4	-1	-1
O=C(Nc1nc(-c2ccc(Cl)s2)cs1)c1ccccc1	1	3	0	-36	-26	8	-1	-38	-1	2
Cc1ccc(S(=O)(=O)NCc2ccc(N3CCN(C(=O)OC(C)(C)C)CC3)cc2)cc1	15	3	2	3	-1	-1	-1	-1	5	-3

The listing picks up, starting 2 compounds before the break.
SMILES	TDP2 inh	TCR CD3 inh	MBD2 DNA inh	ABHD4 inh	SIAE primary	rCAG binder	PRMT1 FP inh	HTRA1 inhibitor	GC-B act	LEDGF integ inh
O=C(Nc1nc(-c2ccc(Cl)s2)cs1)c1ccccc1	1	3	0	-36	-26	8	-1	-38	-1	2
Cc1ccc(S(=O)(=O)NCc2ccc(N3CCN(C(=O)OC(C)(C)C)CC3)cc2)cc1	15	3	2	3	-1	-1	-1	-1	5	-3
Cc1cccc(N2CCN(CCCNC(=O)c3ccc(NC(=O)C4=CSCCO4)cc3)CC2C)c1 (stereo unspecified)	4	-4	-7	2	2	-2	2	-5	-3	0
CCN(CC)C(=O)Oc1cc2c(-c3cc4cccc(OC)c4o3)cc(=O)oc2cc1C	-11	5	2	2	-1	8	6	-12	-3	2
COc1ccc(N(CC(=O)NCC2CCCO2)S(=O)(=O)c2ccc(C)cc2)cc1OC (stereo unspecified)	7	1	1	7	-1	-4	0	6	-4	-1
COc1ccc(CN2CCN(c3ncccn3)CC2)c(C)c1C	-6	9	-3	10	-2	-10	2	-19	-2	4
CCCCN(CC)c1nc(N)c(C#N)c(CC#N)c1C#N	0	-4	-2	-10	5	11	2	-1	17	1
O=C(NNS(=O)(=O)c1ccc(F)cc1)C1CCCCC1	-7	-2	3	0	0	0	-1	2	1	3
O=C(Nc1ccccc1)C1C(c2ccccc2)C1(Cl)Cl (stereo unspecified)	2	0	-3	-20	-4	1	2	-26	0	3
COC(=O)Nc1ccc(S(=O)(=O)NNC(=O)c2c(O)c3ccccc3n(C)c2=O)cc1	-1	56*	1	3	-32	3	-2	2	6	-5
Cc1ccccc1Cn1ccc(NC(=O)CCSc2nc(-c3ccco3)cc(C(F)(F)F)n2)n1	1	-1	3	-16	-15	3	1	-53	-4	2
Cc1nn(C)cc1CNC(=O)c1cc2n(n1)C(C(F)(F)F)CC(c1cccs1)N2 (stereo unspecified)	3	15	-2	-2	1	-7	-1	-4	-3	-1
CCOC(=O)c1sc(NC(=O)CCN2CCOCC2)c(C(=O)OCC)c1C	-7	9	28*	0	2	6	2	-2	-7	1
O=C(NN1C(=O)c2ccccc2NC1c1ccco1)c1ccccc1 (stereo unspecified)	6	0	-2	6	0	1	0	-9	5	1
Cc1ccc(NC(=O)CN(C)C(=O)c2nn(C)c(=O)c3ccccc23)cc1	1	-8	2	-6	-2	-4	0	-2	3	-4
N#Cc1ccccc1NS(=O)(=O)c1cc2c3c(c1)CCC(=O)N3CCC2	0	6	-1	0	4	14	2	-4	-1	2
Cc1c(C(=O)N2CCC(n3nccc3NC(=O)C3CC3)CC2)[nH]c2ccc(Cl)cc12	14	-3	-3	2	-3	0	-2	-9	-3	-1
CNc1nc2c(C)cccn2c(=O)c1C=NCc1ccccc1	-17	9	-8	-6	-9	6	-4	4	-1	1
COc1cccc(OC)c1C(=O)Nc1cccc(C(=O)Nc2cccc(C(=O)O)c2)c1	-5	-3	3	-8	-12	6	3	-1	-2	-6
O=C(Nc1ccc(S(=O)(=O)N2CCOCC2)cc1)c1ccc2c(c1)OCO2	-25	-6	4	-1	13	-3	4	-5	2	-8

The list is partial, so the mix of outcomes need not match the whole.
